Screening data: PubChem, several laboratories
AddAB inh = growth inhibition of E. coli expressing H. pylori AddAB, primary screen, AddAB inhibitor project, absorbance. inhibition, % at 11.9 µM. 330,000 compounds, 0.29% hits; in the data active = inhibition above about 12%;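 note: 0% = vehicle wells of infected cells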
phage Ecoli inh = growth loss of phage-infected E. coli, primary screen, RecBCD inhibitor project, absorbance, with phage, HTS; inhibition, % at 11.9 µM; 360,000 compounds, 0.26% hits; AID 651602, 2012; in the data active = inhibition above about 11%
PfHsp90 set2 = growth inhibition of PfHsp90-expressing yeast, primary screen, antimalarial PfHsp90 inhibitor project, S. cerevisiae, BacTiter-Glo luminescence, single point, set 2; BacTiter-Glo ATP, 48 h; yeast lacking PDR1 and PDR3 efflux regulators; inhibition, % at 9.4 µM; 310,000 compounds, 0.32% hits;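 active = every replicate shows inhibition above about 80%, whatever the replicate mean, limit read from the data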;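 note: 0% = DMSO neutral controls and 100% = 20 µM radicicol positive controls; yeast relying on Plasmodium falciparum Hsp90 in place of its own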
Tat export inh = E. coli Tat export inhibitors, primary screen, MC4100, TorA-mCherry reporter, fluorescence, single point; AID 488895, 2010; 340,000 compounds, 0.036% hits; inhibition, % at 10 µM;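 active = mean replicate inhibition at least 50% and at least half of replicates individually reaching 50%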;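 note: exported cargo escapes ClpAP degradation while cytoplasmic cargo is degraded and loses fluorescence; 0% = median of neutral control wells and 100% = median of NaSCN control wells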
MOR-DOR inv ag = inverse agonists of MOR-DOR heterodimerization, primary screen, cell-based, luminescence | Mu-type opioid receptor (Homo sapiens) + Delta-type opioid receptor (Homo sapiens), … | cell-based MOR-DOR heterodimer luminescence, inverse agonism | inhibition, % at 9.3 µM | 340,000 compounds, 0.21% hits | AID 504357, 2011; in the data active = inhibition above about 22%, passing the limit was not always enough;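 note: 0% = cells with DMSO and 100% = wells without cells with DMSO; values of inactives mirror those of a sister screen read the other way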
HTR5A inv ag = HTR5A inverse agonists in luminescence cell assay, primary screen, counter-screen for OPRM1-OPRD1 heterodimer inverse agonist project, full-deck HTS; 5-hydroxytryptamine receptor 5A (Homo sapiens), P47898; HTR5A cell line, inverse agonism; 340,000 compounds, 0.083% hits; AID 504634, 2011; inhibition, % at 9.3 µM; in the data active = inhibition mostly above about 23%, no sharp cut-off; inactive = mostly below about 18%;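 note: 0% = cells with DMSO and 100% = no-cell wells with DMSO; some compounds called inactive have numbers as strong as hits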
Target sequence (P47898 whole entry, looked up): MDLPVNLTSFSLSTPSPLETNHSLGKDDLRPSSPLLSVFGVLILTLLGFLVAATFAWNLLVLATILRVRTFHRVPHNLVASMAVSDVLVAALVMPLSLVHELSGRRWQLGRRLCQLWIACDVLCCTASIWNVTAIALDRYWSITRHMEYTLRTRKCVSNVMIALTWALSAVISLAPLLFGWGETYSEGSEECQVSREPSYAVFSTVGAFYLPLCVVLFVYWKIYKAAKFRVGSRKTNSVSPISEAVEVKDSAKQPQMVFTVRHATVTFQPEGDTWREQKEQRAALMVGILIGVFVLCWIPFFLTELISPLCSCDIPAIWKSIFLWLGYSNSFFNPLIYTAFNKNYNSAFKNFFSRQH
Mot1-301 SUMO = yeast Mot1-301 growth rescue at high temperature, primary screen, SUMOylation pathway inhibitor project, S. cerevisiae, ATP luminescence, 38.5C; S. cerevisiae Mot1-301 growth rescue; percent above DMSO median, 100 means doubled; growth rescue, % at 18.8 µM; 320,000 compounds, 1% hits; AID 2716, 2010;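 active = every valid replicate shows activation above 250% relative to neutral control wells; inactive = the rest, any valid replicate at or below 250%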;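 note: OY570 slx delta 5 strain wells were the positive control but not used for scaling; some compounds called inactive have numbers as strong as hits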
OPRM1-OPRD1 ag = agonists of OPRM1-OPRD1 heterodimerization, primary screen, cell-based, luminescence | Mu-type opioid receptor (Homo sapiens) + Delta-type opioid receptor (Homo sapiens), … | AID 504326, 2011 | 340,000 compounds, 0.3% hits | cells | activation, % at 9.3 µM; in the data active = activation above about 18%;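 note: 0% = vehicle-treated cells and 100% = reference agonist; values of inactives mirror those of a sister screen read the other way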
PKA-R2B activ = activators of PKA-R2B holoenzyme, primary screen, biochemical, fluorescence polarization, Cy5-IP20, human; cAMP-dependent protein kinase catalytic subunit beta (Homo sapiens) + cAMP-dependent …; PKA-R2B holoenzyme dissociation; R2B truncated from residue 108, S112A mutant; 0% DMSO only, 100% 113 µM cGMP; activation, % at 11.4 µM; 340,000 compounds, 0.079% hits;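 active = activation above a cutoff set at the mean over all compounds plus 3 SD, cut at about 18% in these data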;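 note: higher means more holoenzyme dissociation and a rise in polarization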
Target sequence (P31323 whole entry, looked up, other chains not shown, the tested form may be a part): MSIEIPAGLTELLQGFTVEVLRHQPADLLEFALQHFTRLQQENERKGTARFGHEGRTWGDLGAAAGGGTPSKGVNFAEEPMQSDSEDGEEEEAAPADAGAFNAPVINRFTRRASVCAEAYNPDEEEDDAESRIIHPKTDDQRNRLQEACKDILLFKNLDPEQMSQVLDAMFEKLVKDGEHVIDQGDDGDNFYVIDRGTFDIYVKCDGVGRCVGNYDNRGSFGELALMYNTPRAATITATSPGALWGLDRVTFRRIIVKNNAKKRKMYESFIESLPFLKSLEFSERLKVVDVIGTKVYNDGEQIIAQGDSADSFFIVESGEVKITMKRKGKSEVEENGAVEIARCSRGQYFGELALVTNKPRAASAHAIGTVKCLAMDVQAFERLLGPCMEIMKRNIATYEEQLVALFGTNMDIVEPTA
E coli growth = E. coli V3065 growth inhibition, primary screen, counter-screen for AddAB inhibitor project, absorbance, OD600 | 18 h | inhibition, % at 11.9 µM | 330,000 compounds, 0.27% hits | AID 449728, 2010;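 active = inhibition above the campaign's mean inhibition across all tested compounds plus 3 SD, cut at about 9.9% in these data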;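 note: uninfected addAB+ strain grown without phage in ampicillin broth; 0% = DMSO wells and 100% = ciprofloxacin 0.95 µg/ml wells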
PKA-R1A activ = activators of PKA-R1A holoenzyme, primary screen, biochemical, fluorescence polarization, Cy5-IP20, bovine R1A, mouse PKAc; cAMP-dependent protein kinase type I-alpha regulatory subunit (Bos taurus) + …; PKA-R1A dissociation; scaled: DMSO 0%, 113 µM cGMP 100%; activation, % at 11.4 µM; 340,000 compounds, 0.083% hits; AID 504707, 2011;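 active = percent activation above the mean of all tested compounds plus 3 SD, cut at about 19% in these data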;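 note: higher means more PKAc released from R1A so a rise in polarization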
Numbers without * were called inactive; . = no result given; + = active, no number. This is a random part of the collection; 2.2% or so of the library scored in one or more.

SMILES	AddAB inh	phage Ecoli inh	PfHsp90 set2	Tat export inh	MOR-DOR inv ag	HTR5A inv ag	Mot1-301 SUMO	OPRM1-OPRD1 ag	PKA-R2B activ	E coli growth	PKA-R1A activ
O=C(C1=C[C@H](c2ccc(C(F)(F)F)cc2)C[C@H](OCCCCO)O1)N1CCN(Cc2ccccc2)CC1	0.5	0.9	9	1	-2	5	4	0.3	1	-2.1	-7
CC(=O)Nc1c(Cl)n(C(C)=O)c2ccccc12	5.8	2.1	.	-1	8	3	8	-1.6	6	1.3	-12
O=C(Nc1ccc(Br)cc1)c1ccc(Br)c(S(=O)(=O)Nc2cccnc2)c1	5.4	1.7	-8	3	10	-18	-7	-1.9	8	0.3	-9
OCCC1CN(Cc2nc3ccccc3s2)CCN1CCc1ccccc1 (stereo not given)	-0.3	0.1	-24	3	-10	-5	8	2.1	-11	0.4	2
CCOc1ccccc1Nc1nc(N2CCCC2)nc(N2CCOCC2)n1	1.9	-1.0	17	-7	0	-9	-4	-0.1	-12	-1.4	3
Cc1nn(CCOc2ccccc2)c(=O)n1-c1ccccc1F	2.3	1.4	-14	-9	7	-11	+	-1.5	1	-2.3	-3
Nc1nc(NCC2CCCO2)nc(Nc2ccccc2)c1[N+](=O)[O-] (stereo not given)	4.5	2.1	11	1	13	0	8	-2.5	6	-2.0	-6
CCC(OC(=O)C(CC(C)C)NC(=O)c1ccccc1)C(=O)Nc1nnc(C)s1 (stereo not given)	1.2	0.3	-2	0	14	-13	99	-2.7	-9	-1.6	-4
COc1cc(/C=C(\CCC(=O)O)c2nc3ccccc3s2)ccc1OCC(=O)Nc1c(Cl)cccc1Cl	-1.5	0.9	-25	-1	4	-2	-10	-0.9	7	-1.7	8
CCN(CC)Cc1c(O)c(Cl)cc2c(C)cc(=O)oc12	.	3.9	3	-5	10	-4	.	-1.8	-1	.	2
COC(=O)c1sccc1NC(=O)CSc1ccc(Cl)cc1	1.9	2.5	-5	9	-18	-14	-4	2.9	-3	3.8	-2
COCCNC(=O)c1onc(CSc2ccc(F)cc2)c1C(=O)NCCOC	4.7	2.6	-8	-7	16	-9	65	-2.8	-7	0.6	-5
CC(=O)NC(c1ccccc1)c1cc([N+](=O)[O-])c2cccnc2c1O (stereo not given)	-2.4	-4.7	-23	1	5	9	-30	-1.0	1	-4.9	1
O=c1c2c3c(sc2[nH]c(=S)n1Cc1ccco1)CCC3	1.4	4.1	-15	-9	17	-5	19	-3.1	0	-2.4	-5
COc1cc(Cl)ccc1OCc1cc(C(=O)N2C[C@]3(C)C[C@H]2CC(C)(C)C3)no1	2.3	1.1	32	16	-17	-3	-6	3.3	4	0.8	-12
CCc1ccc(-c2nc(SCC(=O)N(C)C3CCS(=O)(=O)C3)n[nH]2)cc1 (stereo not given)	0.3	0.5	-19	-3	1	-5	26	-0.2	-2	1.2	2
Clc1ccc(/C=C/c2nc3ccccc3[nH]2)c(Cl)c1	6.6	3.6	.	-1	-33	-17	37	7.1	-7	-0.6	4
Cn1c(Cn2c(=O)sc3ccccc32)nnc1SCC(=O)Nc1cccc(Cl)c1	5.4	4.1	-3	-9	8	-4	19	-1.6	-5	-0.3	0
Cc1nc(CS(=O)(=O)c2ccccc2)cc(Sc2ccc(Cl)cc2Cl)n1	1.3	0.7	11	5	-3	3	-3	0.6	-6	1.3	-5
Cc1nc(-c2ccc(NS(C)(=O)=O)cc2)cs1	2.3	-2.4	.	-1	-4	15	-3	0.8	0	-3.4	4
O=C(CSc1nn(-c2ccc(Cl)cc2)c(=S)s1)N1CCN(C(=O)c2ccco2)CC1	2.3	-2.8	9	0	-2	14	218	0.3	4	2.8	6
COc1ccc(-c2cc(C)no2)cc1S(=O)(=O)NCc1ccc(OC(C)C)cc1	0.3	3.9	-24	0	8	-24	-10	-1.6	-1	0.4	-5
CCOc1ccc(NC(=S)NCc2ccc3c(c2)OCO3)cc1	3.8	0.1	2	-8	-3	-2	-5	0.6	6	2.0	-2
COc1ccc(OC)c(C(=O)NC(CC(N)=O)c2ccc(N3CCC(Cc4ccccc4)CC3)c([N+](=O)[O-])c2)c1 (stereo not given)	0.8	1.3	-16	-4	6	-15	11	-1.0	11	-3.5	6
CCc1ccc(CN2CCC(n3nccc3NC(=O)Cc3ccccc3)CC2)o1	.	3.0	-6	-5	14	3	-7	-2.5	2	.	-10
Cc1cccn2c(CNCCc3ccco3)c(C(=O)N3CCOCC3)nc12	.	-2.0	4	-2	0	13	.	0.0	-5	.	-8
O=C(NNC(=O)c1cc([N+](=O)[O-])ccc1Cl)c1cccnc1	.	0.6	-10	-2	8	-2	48	-1.6	-6	.	-6
CCOC(=O)C(NC(=O)Nc1ccc(O)cc1)(c1ccccc1)C(F)(F)F (stereo not given)	0.7	1.5	-3	-6	-8	6	-14	1.5	-5	-0.4	-8
CC(=O)c1ccc(S(=O)(=O)Nc2cccc(-n3cnnn3)c2)cc1	0.4	2.4	21	-5	6	-7	-13	-1.1	-1	-1.2	-6
CCCC(NC(=O)C(C)N1CCN(S(=O)(=O)c2ccccc2)CC1)c1ccccc1 (stereo not given)	1.4	6.4	-25	2	1	-13	10	-0.2	2	-1.1	-3
COC(=O)CCCCCNC(=S)Nc1ccc2[nH]c(=O)[nH]c2c1	0.8	2.9	-9	2	4	10	5	-0.8	-2	0.6	0
COc1cc2cc(CN(CCO)S(=O)(=O)c3ccccc3)c(=O)[nH]c2cc1OC	0.5	3.7	-1	-5	10	-4	-11	-2.0	12	2.4	-1
COC(=O)COc1cccc(-n2cnnn2)c1	2.1	-1.2	.	2	10	-13	-7	-1.9	-4	-0.7	6
COc1cccc(C(=O)n2cnnc2N)c1OC	2.4	.	.	-3	8	2	-1	-1.4	1	-1.3	-14
CCOC(=O)CNC(=O)CSc1nc(-c2ccc(C)cc2)ns1	-0.6	1.1	-10	-5	13	-2	275	-2.8	-1	0.2	-1
C=CCN1CCN(C(CC(C)C)c2nnnn2CCOC)CC1 (stereo not given)	2.5	0.3	.	2	14	4	-15	-3.1	-4	1.8	-1
CCOC(=O)c1cc(NC(=O)C2C3CCC(O3)C2C(=O)O)cc(C(=O)OCC)c1 (stereo not given)	0.2	-1.6	-1	-9	6	7	.	-1.1	9	-0.1	-10
CCn1c(Cc2ccc(OC)cc2)nnc1SCc1nc2ccccc2c(=O)[nH]1	1.6	4.9	-18	-11	7	-2	15	-1.4	8	-0.4	4
CCCn1c(SCC(=O)Nc2ccccc2N2CCOCC2)nc2c1c(=O)n(C)c(=O)n2C	5.1	2.5	-99	-1	7	1	-6	-1.3	-5	3.3	5
CCN(Cc1ccc(OC)c(COC)c1)CC1CCCN(CCc2cccc(F)c2)C1 (stereo not given)	1.4	1.0	23	-4	-5	3	-28	1.1	5	1.1	4
O=C(CSc1n[nH]c(=O)n1-c1ccc2c(c1)OCCO2)Nc1ccccc1	4.5	2.5	5	4	6	-54	-13	-1.3	6	0.7	-4
Cc1ccc2c(CNCc3ccco3)cc(=O)oc2c1	-1.6	1.1	22	10	10	15	4	-1.8	-3	1.7	-4
CCN(CC)Cc1c(O)ccc2c(=O)c(-c3ccccc3OC)coc12	3.5	-0.6	-34	-1	4	-15	-11	-0.7	-17	-2.6	-3
CCSS(=O)(=O)c1cccc2cccnc12	1.6	-0.9	-24	-7	.	.	-5	.	.	0.7	.
Cc1nc2ccccc2c(=O)n1C1CCCCCC1	1.6	1.7	26	4	-5	-43	18	1.2	3	-0.4	-16
CN1C(=O)C2(C(C#N)=C(N)N(c3cc(Cl)cc(Cl)c3)C3=C2C(=O)CCC3)c2ccccc21 (stereo not given)	0.0	2.0	-4	2	3	-19	65	-0.5	-2	0.2	-15
CC(C)Oc1ccc(C(CC(=O)O)Cc2ccccc2)cc1 (stereo not given)	-2.9	0.4	-33	2	17	16	18	-3.8	7	-2.9	-8
Nc1ccc2ncccc2c1N	-1.9	1.7	13	4	3	8	16	-0.8	-19	-4.8	-5
CC(C)CCCNc1nc(N2CCOCC2)nc(N2CCOCC2)n1	0.2	1.9	6	7	-15	-3	-11	2.7	1	-1.5	3
Cc1nc(CCNC(=O)Cc2ccc(Cl)cc2)cs1	-0.6	1.9	5	-3	2	-2	3	-0.3	1	-0.1	4
Cn1nc(C#N)c(=O)[nH]c1=O	.	4.7	12	-8	13	-10	.	-2.6	8	.	-4
O=c1c(-c2ccccc2)nnc2sc(COc3ccc(Br)cc3)nn12	.	0.4	-3	-8	9	-14	14	-2.0	-2	.	-5
O=C(CSc1nc2ccccc2[nH]1)c1ccc(Cl)s1	-3.7	-0.4	3	3	7	-4	7	-1.2	9	-2.2	-6
NS(=O)(=O)OCCCc1ccc(C(F)(F)F)cc1	3.2	0.4	-9	-8	-11	6	506	1.9	0	2.4	-2
CC(C)(C)c1ccc(S(=O)(=O)NCCOCC(F)(F)C(F)F)cc1	-3.2	2.8	-8	19	-65	-1	-2	11	-7	-0.6	4
O=C(CSc1nnc(Nc2ccccc2)s1)NCc1ccco1	-2.2	2.2	12	-11	4	26	-2	-0.7	-7	-1.8	-1
CN1CCC(N(C)CC(=O)Nc2cccc(Oc3ccccc3)c2)CC1	3.1	0.5	13	2	16	1	-10	-3.2	-8	1.7	-8
CNc1nc2c(c(=O)n(C)c(=O)n2C)n1CCCc1ccccc1	1.4	1.7	-8	-7	-17	-13	-3	3.4	5	0.9	2
C=CCN1C(=O)C(O)(CC(=O)c2ccc(Cl)cc2)c2ccccc21 (stereo not given)	1.4	.	10	8	12	7	-32	-2.1	3	-1.7	-10
O=C(/C=C/c1ccc(-c2ccccc2)o1)c1ccccc1	-1.4	1.3	-5	-2	-16	-7	152	3.0	-12	-0.9	8
CC1CC(C)CN(S(=O)(=O)c2ccc(C(=O)NCCCn3ccnc3)cc2)C1 (stereo not given)	4.3	.	15	-1	16	10	-11	-3.2	-6	0.2	-15
CCC(COC)NC(=O)CCc1nnc(Cc2cccc(C(F)(F)F)c2)o1 (stereo not given)	4.5	3.1	-14	-1	17	16	-7	-3.2	-5	1.6	-6
